Screening results deposited in PubChem BioAssay by several laboratories.
NR5A2 inv ag: inverse agonists of human LRH-1 (NR5A2); O00482; HEK293T StAR-luciferase reporter, LRH-1 transfected, 24 h; inhibition, % at 3.6 µM; actives 0.13% (n = 360,000); AID 602396;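 active = inhibition above the mean inhibition of all tested compounds plus 3 SD, cut at about 73% in these data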;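 note: 0% = DMSO wells and 100% = reporter-only cells lacking LRH-1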
Target sequence (O00482 whole entry, looked up): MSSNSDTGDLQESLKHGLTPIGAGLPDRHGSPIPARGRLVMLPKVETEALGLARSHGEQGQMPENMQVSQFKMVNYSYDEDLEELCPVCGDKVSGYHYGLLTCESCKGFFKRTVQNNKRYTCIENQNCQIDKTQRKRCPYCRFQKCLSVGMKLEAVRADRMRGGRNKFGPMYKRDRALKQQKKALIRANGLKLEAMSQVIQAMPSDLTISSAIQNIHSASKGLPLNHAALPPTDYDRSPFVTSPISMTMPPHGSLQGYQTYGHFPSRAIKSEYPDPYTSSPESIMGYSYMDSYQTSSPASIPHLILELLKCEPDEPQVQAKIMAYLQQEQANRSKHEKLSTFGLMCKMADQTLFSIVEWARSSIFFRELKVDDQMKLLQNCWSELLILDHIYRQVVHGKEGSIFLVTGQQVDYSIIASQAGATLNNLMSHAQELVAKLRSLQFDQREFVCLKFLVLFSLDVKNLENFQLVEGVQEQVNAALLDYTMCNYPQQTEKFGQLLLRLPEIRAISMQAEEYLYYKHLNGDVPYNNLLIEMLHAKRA
KKLEB cytotox: reduces viability of KKLEB cystic fibrosis airway cells; KKLEB CF airway cells viability, ATPlite luminescence, overnight; active compounds read low; cells stimulated with P. aeruginosa culture filtrate; activity change (cytotoxicity), % at 5 µM; actives 0.36% (n = 360,000);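 active = corrected activity change at or below -50% at 5 µM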
TWEAK-Fn14 inh: TWEAK-Fn14 signaling inhibition; TWEAK-stimulated Fn14 reporter cells, luciferase luminescence, 8 h; inhibition, % at 10 µM; actives 2% (n = 360,000); in the data active = inhibition above about 50%
TROY signal inh: inhibitors of TROY-dependent NF-kB signaling. Q293 LMP1-TROYcd NF-kB luciferase reporter, 4 h. inhibition, % at 10 µM. actives 0.98% (n = 360,000);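 active = compounds whose plate-normalised and pattern-corrected inhibition of the luciferase reporter signal at the single screening dose is 50% or more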
C8 TRAIL sens: caspase-8 TRAIL sensitization; NB7+C8 cells + TRAIL, ATPlite viability luminescence; inhibition (viability loss, TRAIL sensitization), % at 10 µM; actives 1% (n = 360,000); AID 624354;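 active = compounds causing at least 50% loss of cell viability in the single-dose screen, relative to plate controls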
NCOA2 inhibitor: inhibits human steroid receptor coactivator 2; Q15596; HEK293 GAL4-SRC2 luciferase reporter, luminescence; inhibition, % at 9 µM; actives 0.17% (n = 370,000);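 active = inhibition above the mean inhibition of all tested compounds plus 3 SD, set per campaign, cut at about 52% in these data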;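 note: 0% = DMSO treated cells and 100% = cells given Gossypol at 36 µM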
SRC1 inh: inhibits human SRC1 coactivator | Q15788 | HEK293 GAL4-SRC1 luciferase reporter, luminescence | inhibition, % at 3.6 µM | actives 0.12% (n = 360,000) | AID 588354;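 active = inhibition above the campaign mean plus 3 SD, with each screening campaign given its own cutoff, cut at about 60% in these data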;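 note: 0% = DMSO treated cells and 100% = gossypol at 36 µM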
CF NFkB block: inhibitors of cystic fibrosis induced NF-kB | KKLEB NF-kB-GFP reporter, PAF-induced, GFP fluorescence overnight | inhibition, % at 5 µM | actives 0.86% (n = 360,000) | AID 588850;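 active = at least 50% inhibition at 5 µM, scaled per plate between neutral and stimulator controls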;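 note: PAF is a Pseudomonas aeruginosa culture filtrate used as stimulus; plate controls were PAF-stimulated DMSO wells for no effect and unstimulated DMSO wells for full effect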
LMP1 NFkB inh: Epstein-Barr LMP1 NF-kappaB reporter inhibition. inhibition, % at 12.5 µM. LMP1-induced NF-kappaB luciferase reporter cells, luminescence. AID 504558. actives 0.69% (n = 350,000); in the data active = inhibition above about 41%;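 note: 0% = neutral control wells and 100% = reference inhibitor control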
COUP-TFII inh: inhibitors of human COUP-TFII (NR2F2); P24468; HEK293T NGFI-A luciferase reporter, luminescence; inhibition, % at 8.6 µM; actives 0.7% (n = 370,000); AID 686940;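 active = inhibition above a per-plate cutoff, mean inhibition of test wells between control levels plus 3 SD, cut at about 38% in these data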;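 note: cells cotransfected with COUP-TFII expression vector driving the NGFI-A reporter; 0% = median of COUP-TF2 test wells and 100% = reporter-only cells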
Target sequence (P24468 whole entry, looked up): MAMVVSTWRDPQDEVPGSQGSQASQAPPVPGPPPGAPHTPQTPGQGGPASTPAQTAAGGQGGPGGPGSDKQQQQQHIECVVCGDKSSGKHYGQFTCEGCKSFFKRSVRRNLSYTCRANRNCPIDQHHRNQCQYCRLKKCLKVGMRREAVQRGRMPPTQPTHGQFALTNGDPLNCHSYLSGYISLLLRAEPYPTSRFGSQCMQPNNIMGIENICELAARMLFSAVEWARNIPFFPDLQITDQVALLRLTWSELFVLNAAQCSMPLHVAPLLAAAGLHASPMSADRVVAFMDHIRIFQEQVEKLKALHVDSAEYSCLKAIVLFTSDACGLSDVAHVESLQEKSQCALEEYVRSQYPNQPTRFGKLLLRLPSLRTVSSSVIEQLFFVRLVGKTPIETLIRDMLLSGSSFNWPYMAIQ
SRC3 inh: inhibits human SRC3 coactivator; AID 588352; HEK293 GAL4-SRC3 luciferase reporter, luminescence; inhibition, % at 3.6 µM; actives 0.17% (n = 360,000);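 active = inhibition above a per-campaign cutoff, the mean of all compounds plus 3 SD, cut at about 60% in these data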;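 note: 0% = DMSO-treated cells and 100% = gossypol-treated cells at 36 µM; higher means less SRC3-driven luciferase light from the GAL4 reporter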
Active calls of the source: *; . = no result given.

SMILES | NR5A2 inv ag | KKLEB cytotox | TWEAK-Fn14 inh | TROY signal inh | C8 TRAIL sens | NCOA2 inhibitor | SRC1 inh | CF NFkB block | LMP1 NFkB inh | COUP-TFII inh | SRC3 inh
Cc1ncc(CN2CCCC(C(=O)Nc3ccc(-c4ccco4)cc3)C2)n1C (centres undefined) | -6.3 | 6.7 | -32.9 | -11.9 | 8.7 | -17.3 | -20.5 | 26.8 | -5.5 | 9.2 | -2.0
CCOC(=O)C1C(=O)C=C(C)C(C(=O)OCC)C1c1cccc([N+](=O)[O-])c1 (centres undefined) | -6.6 | -6.1 | 1.2 | -2.4 | -10.1 | 12.3 | -18.6 | 12.8 | -8.3 | 4.5 | 2.4
CCOC(=O)CSc1nnc(NC(=O)c2cc([N+](=O)[O-])cc([N+](=O)[O-])c2)s1 | 17.0 | -1.9 | 85.1* | 66.3* | -9.2 | 8.0 | -3.2 | -6.3 | -6.0 | 1.8 | 6.5
Cc1ccc(C(=O)N/C(=C\c2ccc3c(c2)OCO3)C(=O)N2CCOCC2)cc1 | -5.1 | -5.1 | -3.9 | -5.6 | 1.4 | -2.2 | 9.3 | 3.5 | 2.7 | 6.5 | 9.8
COc1cccc(-n2cnc3sc4c(c3c2=O)CCC4)c1 | -8.0 | -11.7 | -6.6 | 9.3 | 5.2 | -24.5 | -0.7 | 11.0 | -11.9 | 3.3 | -12.5
COc1ccc(C(CNC(=O)CNS(=O)(=O)c2ccc(NC(C)=O)cc2)N2CCOCC2)cc1 (centres undefined) | -1.3 | 7.6 | 10.2 | 11.6 | -11.1 | -11.8 | -0.7 | 4.4 | 4.1 | 18.1 | 4.7
COc1cccc(OCC(O)CNC(C)c2ccccc2)c1 (centres undefined) | 19.0 | -14.9 | 3.8 | -10.4 | 3.3 | 28.3 | -0.8 | 32.9 | 0.5 | -11.3 | 5.9
COc1ccccc1CNC(=O)CN1C(=O)COc2ccc(S(=O)(=O)N3CCCCC3)cc21 | 5.6 | 3.9 | 3.0 | 2.5 | 3.1 | -2.1 | 7.5 | 3.2 | -5.9 | 18.9 | 8.9
C=CCOc1ccc(CN(C)C(=O)CNC(=O)c2ccc(-c3ccccc3)cc2)cc1 | 21.5 | 16.2 | 47.7 | 41.8 | 16.1 | 12.2 | 1.3 | -8.8 | 20.1 | 46.6* | 5.7
O=C(COC(=O)c1cccs1)NCc1ccccc1 | 9.9 | -10.5 | -0.5 | -32.6 | -10.6 | -6.3 | -9.5 | -1.9 | -3.8 | -3.9 | -17.1
Oc1ccc(/C=N/Nc2ccccc2)cc1 | -9.2 | 3.1 | 2.9 | -5.8 | 1.2 | -17.9 | 6.4 | -1.8 | -14.2 | 9.5 | -3.8
C=CCn1c(SCC(=O)c2ccc(Cl)cc2)nnc1-c1ccc2c(c1)OCO2 | -7.5 | 4.2 | 1.6 | 26.6 | 9.8 | 8.2 | 0.2 | -7.0 | 2.0 | 5.7 | 7.0
O=C1c2cccnc2C(Nc2ccc(S(=O)(=O)N3CCCCC3)cc2)N1Cc1ccccc1 (centres undefined) | 16.3 | -11.5 | -12.0 | -1.5 | 8.5 | 19.9 | -3.9 | 13.0 | -12.1 | -0.3 | 20.3
COc1ccc(S(=O)(=O)N(C)C)cc1NCC(=O)Nc1ccc(Br)c(C)c1 | -18.4 | 2.0 | 12.8 | 15.4 | 3.4 | 1.0 | -9.0 | -1.8 | -0.4 | 2.1 | 5.2
CC(=O)N1CCc2cc(S(=O)(=O)NCCC(=O)NCCc3ccccc3)ccc21 | -2.2 | 5.2 | -0.4 | -2.7 | 1.7 | -19.6 | 14.5 | -9.5 | -8.4 | 8.1 | 1.1
COc1ccccc1CN(C(=O)CNC(=O)c1ccco1)C(C(=O)NCC1CCCO1)c1ccccc1 (centres undefined) | 19.1 | -19.4 | 18.2 | 11.8 | -1.1 | -6.3 | 11.3 | -1.6 | 8.5 | 8.4 | 18.5
Cc1ccc(Nc2nc(C(=O)NCC3CCCO3)cs2)cc1 (centres undefined) | -14.5 | -9.3 | -9.2 | -45.0 | -11.3 | -22.0 | -13.7 | -7.4 | 4.7 | -9.7 | -19.7
CCN(CC)c1ccc(/C=N/NS(=O)(=O)c2ccc(CNC(C)=O)cc2)cc1 | 16.7 | 2.4 | 5.3 | 0.3 | -5.4 | -2.5 | 2.9 | -10.2 | -3.1 | -5.5 | 13.5
c1csc(-c2nc(N3CCOCC3)c3ccccc3n2)c1 | 30.7 | -18.1 | 34.5 | 2.6 | -0.5 | -34.7 | 3.9 | 22.0 | 2.2 | -10.7 | 16.7
CCN(CC)CCNC(=O)c1ccc(NC(=O)c2cccc(S(=O)(=O)N(C)C3CCCCC3)c2)cc1 | -10.0 | -18.8 | 0.2 | 8.0 | 1.7 | 4.6 | -9.9 | 10.7 | -5.4 | -3.0 | 11.1
CC(=O)Nc1ccc(NC(=O)c2cc(-c3ccc(F)cc3C)n[nH]2)cc1 | -78.4 | 6.8 | -45.8 | -64.5 | -8.5 | -40.8 | -51.1 | -17.6 | . | -37.8 | -57.0
Cc1c(C(c2ccccc2Br)c2c(C)n(C)n(-c3ccccc3)c2=O)c(=O)n(-c2ccccc2)n1C | 10.9 | -32.5 | -4.2 | -11.2 | 7.5 | 14.8 | 14.3 | -11.9 | 4.6 | 9.3 | -3.2
Cc1ccc(OCC(=O)Nc2ccc(S(=O)(=O)Nc3cc(C)nc(C)n3)cc2)cc1 | 0.3 | 7.3 | 4.7 | -5.3 | -3.3 | -21.2 | -13.2 | -16.6 | 3.1 | 13.9 | 8.7
COc1cc(Br)cc2cc(C(=O)N3CCOCC3)c(=O)oc12 | 2.5 | 7.2 | 2.4 | -4.0 | 2.2 | 5.1 | -2.2 | 12.4 | -1.1 | 4.5 | -4.5
COc1ccc(N(CC(=O)NCCc2ccc(S(N)(=O)=O)cc2)S(=O)(=O)c2c(C)noc2C)cc1 | 4.8 | 2.1 | 5.4 | 10.2 | -32.1 | -1.3 | 4.5 | 7.9 | 1.1 | 9.0 | -8.9
(more compounds)
SMILES | NR5A2 inv ag | KKLEB cytotox | TWEAK-Fn14 inh | TROY signal inh | C8 TRAIL sens | NCOA2 inhibitor | SRC1 inh | CF NFkB block | LMP1 NFkB inh | COUP-TFII inh | SRC3 inh
CCn1c(-c2ccccc2Cl)nn(CC(=O)Nc2ccccc2C)c1=S | 8.4 | 1.6 | 2.5 | 9.5 | 4.3 | 15.0 | 7.0 | 2.1 | 4.1 | -3.3 | -11.8
CC1CCCCC1NC(=O)CSc1nnc(-c2ccco2)n1C (centres undefined) | 17.6 | 9.1 | -7.8 | 11.3 | 3.9 | 26.1 | 1.5 | -12.0 | 3.7 | 1.3 | 4.5
C=CCn1c(COc2ccccc2)nnc1SCC(=O)C(C)(C)C | -4.3 | -6.8 | 5.1 | 2.4 | 7.6 | -30.5 | -12.6 | 0.8 | -3.2 | 15.1 | -2.8
COc1ccc(C2(C(=O)Nc3nncs3)CCCC2)cc1 | -2.5 | 8.5 | 24.2 | 0.3 | 0.3 | -15.9 | 10.5 | -8.6 | -9.2 | 6.2 | 8.0
COc1ccc(Nc2nc(N)nc(CSc3nnc(C)s3)n2)cc1 | -65.0 | -3.6 | -13.0 | -28.2 | -7.1 | -42.4 | -48.4 | -5.3 | -5.6 | -39.4 | -44.2
O=C(NC1CC1)C1CCN(C2CCN(C(=O)c3c(F)cccc3Cl)CC2)CC1 | -1.5 | 17.2 | -8.8 | -9.7 | -13.0 | 1.1 | 9.2 | -5.8 | 2.4 | 17.9 | -10.7
Nn1c(SCc2ccccc2)nnc1C1CCCCC1 | -59.0 | 1.6 | -16.0 | -26.3 | 7.0 | -2.5 | -48.2 | -4.2 | -16.8 | 2.5 | -28.4
CC1(C)Cc2c(cnn2-c2ccc(F)cc2)C(NC(=O)c2ccc(=O)oc2)C1 (centres undefined) | -39.8 | -22.3 | -30.2 | -39.8 | -47.6 | -16.6 | -15.0 | 37.6 | 0.7 | -7.2 | -6.2
CC1=C(C(=O)OCc2ccccc2)C(c2ccccc2)NC(=O)N1CCCC(=O)O (centres undefined) | -18.1 | 0.1 | 11.7 | -3.3 | -8.9 | 0.2 | -2.8 | 12.9 | 3.9 | -5.1 | 6.2
COc1ccc(C(=O)c2c3ccccc3[n+]([O-])n2Cc2ccc(C(N)=O)cc2)cc1 | -7.0 | -3.6 | -11.7 | -41.2 | -12.0 | 12.7 | -15.7 | 6.8 | 4.0 | 9.9 | -29.4
CCOc1ccccc1NC(=O)c1nnn(CC(=O)Nc2cc(C)cc(C)c2)c1N | -5.6 | -4.7 | -9.0 | 9.8 | -1.2 | -52.9 | -5.0 | -1.6 | -0.4 | -2.7 | 18.5
Cc1cc(C(=O)Oc2ccccc2C(=O)O)c(C)o1 | 15.2 | 2.9 | -5.2 | 3.0 | 6.6 | 17.7 | -22.0 | -14.2 | -7.8 | 2.9 | -0.1
CCn1cc(C(=O)NCC(C)C)c(=O)c2cc(F)c(N3CCN(C)CC3)cc21 | 4.7 | -8.2 | -10.6 | -8.6 | 4.0 | -16.4 | -3.3 | 12.5 | . | -15.0 | 11.6
CCc1ccc([C@@H]2C[C@H]3[C@@H](CN2S(=O)(=O)c2ccc(C)cc2)C(=O)C[C@@H](c2ccccc2)N3S(=O)(=O)c2ccc(C)cc2)cc1 | -2.0 | 3.2 | 30.7 | 7.8 | 10.3 | 2.4 | -0.4 | 13.7 | -0.3 | 18.1 | 14.5
COC(=O)c1ccc(N(CC(=O)NC2CCCC2)C(=O)c2ccc(C)s2)cc1 | 2.0 | -12.9 | -20.3 | -6.9 | 10.2 | 8.7 | 11.0 | 8.4 | 0.0 | 12.1 | -3.3
O=C(NCCCn1ccnc1)c1cc([N+](=O)[O-])cc([N+](=O)[O-])c1 | 1.4 | 16.1 | 15.5 | -0.3 | 24.3 | -17.8 | -27.7 | 1.3 | -0.1 | -22.2 | -5.6
CC(C)c1c(O)ccc2c1CC[C@H]1C(C)(C)CCC[C@]21C | 19.2 | -8.0 | 3.3 | 1.6 | 17.5 | -38.8 | 5.6 | 18.9 | 2.1 | -45.1 | 11.2
CC(=O)Nc1ccc(S(=O)(=O)N2CC(=O)NC(=O)C2)cc1 | -5.0 | 15.0 | 0.3 | 0.4 | -18.8 | -12.7 | -0.2 | 9.7 | -4.2 | -5.1 | -5.3
CCCCN(CC)S(=O)(=O)c1ccc(C(=O)Nc2nnc(CSC)o2)cc1 | -17.6 | -33.2 | 1.2 | 12.1 | 12.0 | -4.0 | -3.9 | -0.1 | 10.5 | -3.5 | -7.0
CCOc1nc(SC(C(C)=O)C(=O)Nc2ccccc2)nc(N(C)C)n1 (centres undefined) | -12.6 | 3.7 | -13.2 | -46.2 | -8.5 | -28.0 | -16.9 | 2.3 | -7.4 | -8.1 | -26.2
